GPR151 activ – human GPR151 activation | Q8TDV0 | hit rate 1% among 650,000 | PathHunter beta-arrestin GPR151 cells, luminescence | AID 1508602 | activation, % at 11.2 µM; in the data active means activation above about 4.9%;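 further: 0% = median of compound wells and 100% = cells with positive control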
Target sequence (Q8TDV0 whole entry, looked up): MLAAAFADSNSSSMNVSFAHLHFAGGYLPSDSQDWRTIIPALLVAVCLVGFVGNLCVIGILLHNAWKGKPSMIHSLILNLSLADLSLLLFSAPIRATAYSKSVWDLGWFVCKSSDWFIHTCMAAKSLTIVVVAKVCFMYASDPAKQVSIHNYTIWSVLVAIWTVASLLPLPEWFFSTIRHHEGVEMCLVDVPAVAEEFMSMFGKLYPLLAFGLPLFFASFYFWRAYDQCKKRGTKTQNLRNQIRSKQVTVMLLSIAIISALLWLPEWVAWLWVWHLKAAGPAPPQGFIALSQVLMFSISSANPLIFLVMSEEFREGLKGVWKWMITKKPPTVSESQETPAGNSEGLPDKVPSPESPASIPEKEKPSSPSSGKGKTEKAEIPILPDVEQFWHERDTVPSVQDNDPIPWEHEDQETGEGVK
FBW7 activator – human FBW7 E3 ligase activation, primary screen | AlphaScreen FBW7–phospho-cyclin E peptide binding, activator screen | normalized activity (activation), % at 26.1 µM | hit rate 0.13% among 650,000; in the data active means normalized activity above about 1.9%;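 further: purified mutant Fbw7 with reduced substrate affinity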
MITF primary – blocks human microphthalmia-associated transcription factor | O75030 | AlphaScreen MITF homodimerization, bead proximity signal | inhibition, % at 2.6 µM | hit rate 0.91% among 650,000 | AID 1259374; in the data active means inhibition above about 50%;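 further: 0% = vehicle wells with protein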
Target sequence (O75030 whole entry, looked up): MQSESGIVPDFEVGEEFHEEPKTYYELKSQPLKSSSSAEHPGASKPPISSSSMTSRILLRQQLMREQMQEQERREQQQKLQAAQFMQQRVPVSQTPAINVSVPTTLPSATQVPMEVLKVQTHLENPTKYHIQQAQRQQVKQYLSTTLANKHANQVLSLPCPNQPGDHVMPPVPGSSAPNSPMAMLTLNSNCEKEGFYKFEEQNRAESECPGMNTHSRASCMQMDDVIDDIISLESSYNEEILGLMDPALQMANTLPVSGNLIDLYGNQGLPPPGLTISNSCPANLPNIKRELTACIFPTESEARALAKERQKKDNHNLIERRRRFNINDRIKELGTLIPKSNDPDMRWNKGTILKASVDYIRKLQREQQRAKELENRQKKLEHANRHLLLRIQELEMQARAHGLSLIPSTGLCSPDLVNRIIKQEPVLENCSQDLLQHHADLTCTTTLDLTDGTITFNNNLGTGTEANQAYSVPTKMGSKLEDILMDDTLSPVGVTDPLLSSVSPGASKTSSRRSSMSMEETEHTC
TEAD-YAP block – TEAD-YAP interaction inhibition; HEK-TIYL cells, TEAD-Gal4/YAP UAS-luciferase luminescence; inhibition, % at 9.12 µM; hit rate 1.4% among 640,000; in the data active means inhibition above about 32%;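 further: 0% = median of test compound wells and 100% = reference inhibitor wells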
Active calls of the source: *; · = no result given.

SMILES | GPR151 activ | FBW7 activator | MITF primary | TEAD-YAP block
COc1cccc(OC)c1C(=O)Nc1ccc(Br)cc1F | 1.3 | 0.1 | 3 | -7
CCc1cc(=O)oc2cc(OCC(=O)OC(C)C)c(Cl)cc12 | -0.6 | 0.3 | 12 | 4
COCCCN1C(=O)C2C3C=CC(C3)C2C1=O (centres undefined) | 1.5 | -0.1 | 6 | 4
O=C(Nc1ccc(Br)cc1)NS(=O)(=O)c1ccccc1Cl | 2.9 | 0.3 | 4 | -6
COc1cc(C(c2nnnn2C2CCCC2)N2CCN(C)CC2)cc(OC)c1OC (centres undefined) | 0.3 | 0.2 | 3 | 10
CC(=O)c1ccc(S(=O)(=O)N(C)c2ccccc2)cc1 | 0.3 | -0.1 | 0 | -5
COCCNC(=O)c1ccc(NCc2ccccc2Cl)c(S(=O)(=O)Nc2cccc(C(F)(F)F)c2)c1 | 0.4 | 0.0 | -19 | -1
CCOC(=O)c1c(NC(=O)c2nn3c(c2Cl)NC(c2ccc(Cl)cc2)CC3C(F)(F)F)sc2c1CCCC2 (centres undefined) | 2.8 | 0.4 | 0 | 3
Cc1ccc(-n2nc3c(c2NC(=O)C(C)Oc2ccccc2)CS(=O)(=O)C3)cc1 (centres undefined) | -1.8 | 0.1 | -8 | -1
COc1ccc(/C(O)=C2/C(=O)C(=O)N(CCCn3ccnc3)C2c2ccc(C(C)C)cc2)cc1 (centres undefined) | -0.6 | 0.2 | 16 | 4
CN(C)CCN1CCN(c2nc(-c3cccc4cccnc34)cnc2N)CC1 | -1.3 | 0.7 | 12 | 3
O=C(COc1ccccc1Cl)OCC(=O)c1ccc2c(c1)OCCO2 | -1.0 | 0.8 | 13 | 3
Cc1ccc(CNC(=O)CCCn2nc(C)n3ccnc3c2=O)cc1 | 2.5 | -0.1 | -2 | -3
COc1ccc(CN2CCN(Cc3ccc(Br)cc3)CC2)cc1OC | -1.1 | -0.1 | 74* | 17
Cc1cc(C)c2c(c1)NC(c1ccc(S(=O)(=O)N3CCOCC3)cc1)C1CC=CC21 (centres undefined) | 0.1 | -0.3 | 26 | 7
O=C(Nc1ccc(O)c(-c2nc3ccccc3s2)c1)C1CC1 | 3.0 | 0.1 | 14 | 4
COc1ccc(CN=Cc2c(O)n(-c3cccc(OC)c3)c(=O)[nH]c2=O)cc1 | 1.1 | 0.0 | -3 | 11
Cc1cc(C)c(-c2nnc(NC(=O)CSc3nncn3C)s2)c(C)c1 | -0.6 | 0.1 | 7 | 3
CC(=O)c1ccc(NC(=O)CCS(=O)(=O)c2cc3[nH]c(=O)c(=O)[nH]c3cc2C)cc1 | -0.2 | 0.1 | 4 | 0
Cc1ccc(-c2nnc(Cc3ccc([N+](=O)[O-])cc3)o2)cc1 | -0.6 | 0.3 | 22 | 61*
COc1ccc(C2CC(C(F)(F)F)n3nc(C(=O)NCc4ccco4)c(Br)c3N2)cc1 (centres undefined) | -1.1 | 0.1 | 1 | 15
Cc1cnc(-c2ccc(C(N)=O)cc2)nc1NC1CC1 | -0.2 | 0.2 | 2 | 4
COc1cc2ccccc2cc1C(=O)Nc1cccc(-c2nc3ccccc3s2)c1 | -0.3 | 0.2 | -8 | -4
CC(=O)Nc1c(SC(F)(F)F)cc(SC(F)(F)F)cc1SC(F)(F)F | 0.8 | 0.0 | -2 | 1
Cc1cc(C)c(S(=O)(=O)N(C)CC(=O)NC2CCCC2)c(C)c1 | 2.1 | 0.1 | 16 | -6
Cc1nnc2n(Cc3ccccc3)c(=O)c3c4c(sc3n12)CCCC4 | 0.4 | -0.1 | -4 | 1
O=C(NC(Cc1ccc(F)cc1)C(=O)NC(Cc1ccccc1)C(=O)O)c1ccccc1 (centres undefined) | -1.1 | 0.0 | 15 | -11
COc1ccc(S(=O)(=O)NNC(=S)Nc2ccc(S(N)(=O)=O)cc2)c(OC)c1 | -0.7 | 0.1 | 16 | -1
CC1=C(C(=O)Nc2ccc(C)cc2C)C(c2ccc(O)cc2)n2nnnc2N1 (centres undefined) | -0.1 | 0.1 | 0 | -1
CCOC(=O)Cc1csc(Nc2ccccn2)n1 | 1.1 | 0.0 | 12 | -8
CCCCCCCc1ccc2c(N)c(C#N)sc2n1 | 0.1 | 0.5 | -11 | 8
COC(=O)C1=C(C)NC2=C(C(=O)CC(c3ccc(OC)cc3)C2)C1c1cccc(OC)c1OC (centres undefined) | 1.3 | 0.0 | -5 | 13
COc1ccc(OC)c(NC(=O)C2COc3ccccc3O2)c1 (centres undefined) | 0.4 | -0.1 | -2 | -15
COc1ccc(/C=N/Nc2ccc(S(N)(=O)=O)cc2)cc1OCC(N)=O | -1.8 | -0.1 | 1 | 1
CCN(CC)C(=O)C1CCCN(c2ccc([N+](=O)[O-])cc2S(=O)(=O)N2CCCC2)C1 (centres undefined) | 7.0* | 0.1 | -3 | -17
O=C(CC(=O)N1CCCc2ccccc21)Nc1ccc2nc3n(c(=O)c2c1)CCCCC3 | 0.3 | 0.1 | 3 | 5

In the list so far, four have bromine:
SMILES | GPR151 activ | FBW7 activator | MITF primary | TEAD-YAP block
COc1cccc(OC)c1C(=O)Nc1ccc(Br)cc1F | 1.3 | 0.1 | 3 | -7
O=C(Nc1ccc(Br)cc1)NS(=O)(=O)c1ccccc1Cl | 2.9 | 0.3 | 4 | -6
COc1ccc(CN2CCN(Cc3ccc(Br)cc3)CC2)cc1OC | -1.1 | -0.1 | 74* | 17
COc1ccc(C2CC(C(F)(F)F)n3nc(C(=O)NCc4ccco4)c(Br)c3N2)cc1 (centres undefined) | -1.1 | 0.1 | 1 | 15

More entries:
SMILES | GPR151 activ | FBW7 activator | MITF primary | TEAD-YAP block
Cn1c(=O)oc2cc(S(=O)(=O)N3CCN(c4ccccn4)CC3)ccc21 | -0.9 | 0.1 | 17 | -5
COc1ccc(CNC(=O)c2ccc3c(c2)N(Cc2ccc(C)cc2)C(=O)CS3)cc1 | -1.3 | -0.1 | -9 | -4
O=C(CSc1cn(CC(=O)N2CCCCCC2)c2ccccc12)N1CCCCC1 | 0.4 | 0.0 | -7 | -12
CCOc1ccccc1NC(=O)CN1CCN(c2ccc(F)cc2)CC1 | -0.6 | 0.0 | 7 | -8
COc1ccccc1-c1ccc(SCC(=O)Nc2cccc([N+](=O)[O-])c2)nn1 | -0.5 | 0.3 | 3 | 8
COc1ccc(NC(=O)c2c(F)cccc2F)cc1OC | 1.1 | 0.0 | -7 | -9
COC(=O)c1ccc(OCCCN2CCCC(C)C2)cc1 (centres undefined) | 0.4 | 0.0 | 30 | 12
O=[N+]([O-])c1c(Nc2cccc(O)c2)ccc2nonc12 | -0.4 | 0.1 | -2 | -2
COc1ccc(C2(Cc3ccc(NC(C)=O)cc3)C(=O)Nc3ccc(F)cc32)c(OC)c1 (centres undefined) | -1.4 | -0.1 | 1 | -1
COc1cc(NC(=O)C(C)(C)Oc2ccc(Cl)cc2)cc(OC)c1 | 0.6 | 0.0 | 8 | 1
COc1ccc(C(C(=O)Nc2ccc3c(c2)OCCO3)N(C)C(=O)Cc2c[nH]c3ccccc23)cc1 (centres undefined) | -0.1 | 0.0 | -8 | -7
NC(=O)CSc1nnc2n(Cc3ccccc3)c3ccccc3n12 | 6.1* | -0.1 | -3 | -7

Entries of single compounds, quoted from the list.
Record of COc1ccc(OC)c(NC(=O)C2COc3ccccc3O2)c1 (centres undefined) : GPR151 activ = 0.4; FBW7 activator = -0.1; MITF primary = -2; TEAD-YAP block = -15
Record of CC1=C(C(=O)Nc2ccc(C)cc2C)C(c2ccc(O)cc2)n2nnnc2N1 (centres undefined) : GPR151 activ = -0.1; FBW7 activator = 0.1; MITF primary = 0; TEAD-YAP block = -1

(further entries)
SMILES | GPR151 activ | FBW7 activator | MITF primary | TEAD-YAP block
Cc1sc2ncn(C(C)C(=O)OC(C)C)c(=O)c2c1-c1ccc(Cl)cc1 (centres undefined) | 0.8 | 0.0 | 5 | -1
COc1ccc(N(CC(=O)N2CCCCC2)S(=O)(=O)c2c(C)nn(C)c2C)cc1 | 0.3 | 0.3 | 14 | -2
Cc1ccc(C)c(OCCOCCn2c(-c3ccc(Br)cc3)nc3ccccc3c2=O)c1C | 0.0 | -0.2 | 3 | 3
Cc1c(Cl)cccc1NC(=O)CSCC#N | 1.1 | -0.1 | -1 | 12
Cc1ccc(CNC(=O)CSc2nc3ccccc3c3nc(-c4ccccc4)nn23)cc1 | 3.8 | 0.1 | 4 | 6
CC(C)C1CC(c2csc(N)n2)CCO1 (centres undefined) | -0.3 | -0.1 | -3 | 2
CN(Cc1cscn1)Cc1ccc(C(=O)NC2CCCc3ccccc32)c(=O)[nH]1 (centres undefined) | 0.1 | -0.1 | 8 | -5
FC(F)(F)c1cccc(-c2cc(C3CCNCC3)[nH]n2)c1 | 1.0 | -0.1 | -1 | -7
O=C(c1ccco1)N1CCN(Cc2ccccc2C(F)(F)F)CC1 | -0.2 | 0.0 | 66* | -4
O=C(Nc1cc(NC(=O)c2ccccc2F)ccc1Cl)c1ccccc1 | 0.6 | 0.0 | -6 | -12
Nc1ncc(Cc2ccc(Cl)cc2Cl)s1 | 0.4 | 0.0 | 13 | 14
CCOc1cc(/C=C(\C#N)C(=O)NCC2CCCO2)ccc1OCc1ccccc1C#N (centres undefined) | -1.0 | 0.0 | -9 | 4

Some values from the results shown:
Entry for CCOc1cc(/C=C(\C#N)C(=O)NCC2CCCO2)ccc1OCc1ccccc1C#N (centres undefined) in GPR151 activ: -1.0
Entry for Cc1c(Cl)cccc1NC(=O)CSCC#N in MITF primary: -1
Entry for Cc1sc2ncn(C(C)C(=O)OC(C)C)c(=O)c2c1-c1ccc(Cl)cc1 (centres undefined) in FBW7 activator: 0.0

Continued.
SMILES | GPR151 activ | FBW7 activator | MITF primary | TEAD-YAP block
Cc1ccc(C2=NN(CC(=O)N3CC(C)CC(C)C3)C(=O)CC2)cc1 (centres undefined) | -0.7 | 0.2 | -3 | -5
Cc1ccc(C(=O)Nc2cccc(NC(=O)c3ccccc3Cl)c2)cc1[N+](=O)[O-] | -0.7 | -0.2 | 7 | -4
Cc1ccc(-c2n[nH]c(CNC(=O)c3cccnc3)n2)cc1 | 1.1 | 0.1 | -12 | -2
Clc1cccc(CNCc2ccco2)c1 | 0.0 | 0.1 | 15 | -1
COc1ccc(C=C2C(=O)OC3(CCCC3)OC2=O)c(OC)c1 | 0.4 | -0.1 | -4 | 9
O=S(=O)(Nc1ccc(-n2cnnn2)cc1)c1ccc(S(=O)(=O)N2CCCCC2)cc1 | 0.8 | 0.2 | -2 | 5
Cc1ccc(NC(=O)c2nccnc2CO)cc1F | -4.6 | -0.1 | 11 | -43
CCOc1ccccc1N/C(SCc1ccc(Cl)cc1)=C(/C#N)C(=O)NCc1cccs1 | 0.1 | -0.1 | 10 | -5
CCOC(=O)c1cn(CC(=O)Nc2ccc(F)cc2)nn1 | -1.5 | 0.3 | 6 | -2
COCCCN1C(=O)C(=O)/C(=C(\O)c2ccc(C)cc2)C1c1cccc(F)c1 (centres undefined) | 3.8 | 0.2 | 7 | -1
CC(C)(C)c1cc(NC(=O)c2cc3nc(-c4cccs4)cc(C(F)(F)F)n3n2)no1 | -2.2 | 0.1 | -1 | -5
Cc1ccc(S(=O)(=O)N2CCCC2CNC(=O)c2ccc(Cl)cc2)cc1 (centres undefined) | 0.6 | 0.1 | 2 | -2
CCCCC[C@H](O)/C=C/[C@@H]1[C@@H](C/C=C\CCCC(=O)OC)[C@@H](O)C[C@H]1O | 1.9 | · | -1 | ·
CCOC(=O)CCCNc1ncnc2sc3c(c12)CCC(C)C3 (centres undefined) | 0.2 | -0.3 | -7 | -34
COc1cc(Cn2c(C(=O)O)cc3sccc32)cc(OC)c1OC | -0.8 | 0.0 | -4 | 1
CCc1nc(SCC(=O)Nc2nccs2)c2ccccc2n1 | -0.7 | 0.0 | 5 | 5
N#Cc1ccccc1NC(=S)NC(=O)Cc1ccccc1 | 1.5 | -0.4 | -4 | -11
CCC(CC)C(=O)N1CCC(c2nc3c(nnn3Cc3ccccc3)c(=O)[nH]2)CC1 | 0.7 | -0.1 | -10 | -10
O=C1N/C(=C/c2ccc(Br)s2)C(=O)N1c1cccc(Cl)c1 | 0.3 | 0.9 | 15 | 16
O=C(CSc1ncccn1)N1CCOCC1 | 0.7 | 0.3 | 15 | -8
O=C(NC1CCCCC1)c1ccc(Nc2ccccc2Cl)nc1 | -0.2 | 0.5 | 11 | -10
COc1ccc(CCNC(=O)C(C)N(c2ccc(C)cc2)S(C)(=O)=O)cc1OC (centres undefined) | 0.9 | -0.1 | -4 | 8
CCCC1CCC(c2ccc(-c3noc(-c4c(-c5ccccc5Cl)noc4C)n3)cc2)CC1 (centres undefined) | -0.7 | 0.1 | 5 | -4
COC(=O)c1c(NC(=O)Nc2ccc(Cl)c(Cl)c2)sc2c1CCCC2 | 8.6* | 0.0 | -13 | -4
CC(=O)Nc1ccc(Nc2nc(Cl)nc3c2ncn3CCN2CCCC2=O)cc1 | 0.1 | 0.8 | 15 | -5
COc1ccc(C(=O)Nc2nc(C)c(C(=O)N(C)C)s2)cc1[N+](=O)[O-] | 0.0 | 0.0 | 12 | 9
COc1ccc(NC(=O)CSc2nccn(-c3ccc(F)cc3)c2=O)cc1 | -1.5 | -0.3 | 2 | -5
COC(=O)[C@@H]1C[C@@H](NC(=O)c2[nH]c3ccc(Cl)cc3c2C)CN1C(C)C | -0.7 | -0.2 | -2 | 11
CCN(CC)C(=O)C(=O)Nc1ccc2c(c1)OCCO2 | 0.1 | 0.5 | 17 | -4
COc1ccc(CCNC(=O)CCc2nnc(Cc3ccc4c(c3)OCO4)o2)cc1 | -1.2 | 0.5 | -8 | -7
O=C1NC(=O)N(c2cccc(Cl)c2)C(=O)/C1=C/c1ccc(I)o1 | -0.2 | -0.1 | 67* | 9

Compound activity deposited in PubChem BioAssay by The Scripps Research Institute Molecular Screening Center.
